Screening results (PubChem)
Tb PGK inh = inhibitors of T. brucei phosphoglycerate kinase; P07378; PGK/GAPDH coupled, Kinase-Glo luminescence, 60 min; Potency, µM (doses to about 57.5 µM), for inactives: at the highest dose activity change, negative = inhibition, actives largely listed as inhibitors; 0.043% of 380,000 active; AID 602233; note: potency is the fitted concentration of half-maximal effect; % is set by controls: 0 for no effect and ±100 for the full control effect; nearly all actives have a fitted effect of over 60% in size
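Luminescent ATP detection (Kinase-Glo Plus) follows a 60-minute room-temperature incubation, with wells lacking PGK as controls. Buffer: 100 mM TEA (pH 7.6), 5 mM MgCl2, 0.01% Tween-20. Coupling enzyme GAPDH (100 nM final) supplies unstable 1,3-BPG in-well.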
G9a block = inhibitors of human histone lysine methyltransferase G9a; Q96KQ7; G9a H3K9 monomethylation, AlphaScreen, 2 h; Potency, µM (doses to about 102 µM), without a hit: top-dose activity, negative = inhibition, actives largely listed as inhibitors; 8.8% of 350,000 active; AID 504332; note: potency is the fitted concentration of half-maximal effect; % is set by controls: 0 for no effect and ±100 for the full control effect; nearly all actives have a fitted effect of over 75% in size
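Quantitative HTS format: methyltransferase activity on a biotin-tagged H3K9 peptide is measured by AlphaScreen, using a rabbit anti-monomethyl-H3K9 antibody with streptavidin donor and anti-IgG acceptor beads. Final levels are 20 nM enzyme, 500 nM peptide, 20 uM SAM; 2 h RT.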
HP1b chromo inh = blocks HP1-beta chromodomain binding to methylated histone tails | P83916 | AlphaScreen HP1-beta / biotin-H3K9me3 peptide binding | Potency, µM (titrated, usually from 114 µM), for inactives: at the highest dose activity change, negative = inhibition, most hits filed as inhibitors | 0.56% of 390,000 active | AID 540317; note: potency is the fitted concentration of half-maximal effect; nearly all actives have a fitted effect of over 70% in size; inactives centre near 23
Target sequence (P83916 whole entry, looked up): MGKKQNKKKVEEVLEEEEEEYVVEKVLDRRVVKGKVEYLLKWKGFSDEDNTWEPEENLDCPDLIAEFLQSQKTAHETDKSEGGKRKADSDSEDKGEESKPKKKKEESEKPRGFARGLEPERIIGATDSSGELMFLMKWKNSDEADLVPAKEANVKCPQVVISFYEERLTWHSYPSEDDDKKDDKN
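HP1-beta protein (50 nM final) preincubated 30 min at room temperature with biotinylated H3(1-18)K9me3 peptide (50 nM) in PBS pH 7.4, 0.01% Tween-20, then compound added for 30 min. AlphaScreen streptavidin donor/nickel chelate acceptor beads (10 ug/mL final), 30 min dark, luminescence read.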
BAZ2B inh = BAZ2B (human) inhibition. Q9UIF8. AlphaScreen BAZ2B-H3K14Ac peptide displacement. Potency, µM (top dose mostly 114 µM), for inactives: top-dose activity change, negative = inhibition, usual class: inhibitors. 4.4% of 360,000 active; note: potency is the fitted concentration of half-maximal effect; % is set by controls: 0 for no effect and ±100 for the full control effect; nearly all actives have a fitted effect of over 60% in size
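AlphaScreen luminescence quantifies BAZ2B engagement of H3K14Ac peptide; the protein and biotinylated peptide are both at 50 nM final, buffer PBS pH 7.4 with 0.01% Tween-20, all steps at room temperature.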
JMJD2A Tudor = JMJD2A Tudor domain (human) inhibition | 4.4% of 390,000 active | Potency, µM (highest dose often 114 µM), for inactives: at the highest dose activity change, negative = inhibition, usual class: inhibitors | AlphaScreen JMJD2A-Tudor / H3K4me3 peptide binding | O75164; note: potency is the fitted concentration of half-maximal effect; % is set by controls: 0 for no effect and ±100 for the full control effect; nearly all actives have a fitted effect of over 50% in size
PI4K2A block = inhibitors of human PI4K2A; Q9BTU6; purified PI4K2A, ADP-Glo luminescence, 1 h; hits give low values; activity change, negative = inhibition, % at 76.9 µM; 0.13% of 420,000 active; AID 1346378; in the data active = activity change below about -50%; inconclusive = mostly about -30% to -49%;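 note: -100% = wells without enzyme as full effect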
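In this quantitative HTS, ADP production by PI4K2A was quantified luminescently after 1 h at ambient temperature; 100 microM adenosine served as plate-quality control.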
Pin1 inhibitor = human Pin1 inhibition | Q13526 | Pin1 FP peptide displacement, HiFluor488, 10 min | Potency, µM (titrated, usually from 115 µM), inactives show at the highest dose activity, negative = inhibition, actives largely listed as inhibitors | 0.009% of 390,000 active | AID 504891; active = well fitted inhibition curve with a large enough effect in the polarisation, with a control signal flat, not every such curve was filed as active; inconclusive = small, poorly fitted or top-dose-only effect, or effect the other way, or a change in a side signal; inactive = no such curve, though single readings can be large or run the other way; the % refers to the polarisation; note: potency is the fitted concentration of half-maximal effect; % is set by controls: 0 for no effect and ±100 for the full control effect
Target sequence (Q13526 whole entry, looked up): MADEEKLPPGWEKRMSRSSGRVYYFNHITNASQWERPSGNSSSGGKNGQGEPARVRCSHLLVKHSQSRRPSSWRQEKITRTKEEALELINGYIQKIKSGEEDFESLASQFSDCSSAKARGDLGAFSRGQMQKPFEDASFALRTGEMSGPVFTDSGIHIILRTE
GLS inhibitor = blocks human kidney-isoform glutaminase activity | Potency, µM (doses to about 45.5 µM), for the others: at the highest dose activity change, negative = inhibition, actives largely listed as inhibitors | 0.21% of 410,000 active | AID 624170 | GLS enzymatic activity, qHTS titration | O94925; note: potency is the fitted concentration of half-maximal effect; % is set by controls: 0 for no effect and ±100 for the full control effect
Target sequence (O94925 whole entry, looked up, canonical isoform): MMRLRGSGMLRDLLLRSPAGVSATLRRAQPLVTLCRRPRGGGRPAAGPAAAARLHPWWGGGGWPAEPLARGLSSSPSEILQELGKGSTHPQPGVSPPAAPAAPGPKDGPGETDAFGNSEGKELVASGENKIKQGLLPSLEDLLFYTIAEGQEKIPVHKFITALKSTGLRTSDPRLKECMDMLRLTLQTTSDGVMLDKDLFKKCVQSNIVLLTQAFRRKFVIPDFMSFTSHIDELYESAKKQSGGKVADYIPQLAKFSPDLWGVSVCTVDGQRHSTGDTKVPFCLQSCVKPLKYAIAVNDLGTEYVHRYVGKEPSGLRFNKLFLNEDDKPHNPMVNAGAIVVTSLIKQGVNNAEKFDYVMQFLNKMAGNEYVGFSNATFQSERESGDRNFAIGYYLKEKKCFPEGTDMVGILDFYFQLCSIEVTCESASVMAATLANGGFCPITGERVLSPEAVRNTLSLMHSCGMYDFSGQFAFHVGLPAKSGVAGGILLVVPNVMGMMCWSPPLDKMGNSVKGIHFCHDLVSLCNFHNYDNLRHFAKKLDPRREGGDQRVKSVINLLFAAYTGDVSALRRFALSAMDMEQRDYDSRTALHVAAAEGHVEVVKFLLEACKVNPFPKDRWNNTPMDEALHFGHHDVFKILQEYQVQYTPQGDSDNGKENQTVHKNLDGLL
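Read-out is an Amplex red fluorescence increase coupled through glutamate oxidase and HRP, measured before and after 30 min room-temperature incubation. hKGA is in 45 mM KH2PO4 (pH 8.2) with 0.02% Tween-20; glutamine added as 1mM solution.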
Pol eta inh = DNA polymerase eta (human) inhibition; Q9Y253; recombinant Pol eta, fluorescent DNA replication assay; Potency, µM (top dose mostly 114 µM), for the others: top-dose activity change, negative = inhibition, actives largely listed as inhibitors; 1.2% of 390,000 active; note: potency is the fitted concentration of half-maximal effect; % is set by controls: 0 for no effect and ±100 for the full control effect
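Pol eta (10 nM) was preincubated with compounds for 15 min at room temperature, after which fluorescent replication substrate (50 nM final) was added to start the reaction. Fluorescence was read kinetically at 0 and 10 min.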
* = called active by the depositor; i = inactive; u = inconclusive; x = no result given; & = joins results of further samples; ! = not active in a repeat; [ ] = another dose, or the depositor's remark. Unless noted, calls come from the whole dose curve; as a rule, active = well fitted curve in the direction sought with a large enough effect; inconclusive = small, poorly fitted or top-dose-only effect, or another doubt; inactive = no such curve, though single readings can be large; an effect the other way counts as inactive or inconclusive. This is a subset; count on the stated rates, not on these rows.

SMILES	Tb PGK inh	G9a block	HP1b chromo inh	BAZ2B inh	JMJD2A Tudor	PI4K2A block	Pin1 inhibitor	GLS inhibitor	Pol eta inh
O=C(NNC(=S)NC(=O)c1ccc(F)cc1)c1cccnc1	-3%	11µM*	6%	7%	-8%	0	1%	-9%	-16%
Cc1cccc(C(C)C)c1NC(=O)c1ccc(COc2ccc3c(C)cc(=O)oc3c2)cc1	-5%	1%[59 µM]	15%	-23%	-11%	8	25%	-5%	-3%
CCOC(=O)C1CCN(C(=O)c2cc(S(=O)(=O)N3CCCCC3)ccc2C)CC1	i	21%	23%	-23%	-14%	-8	-2%	1%	-9%
Cc1cc(C(=O)OCC(=O)NC(C)c2ccccc2)c(C)o1 (stereo not given)	4%	-2%	24%	-11%	-14%	1	1%	9%	-2%
CCOc1ccc(-c2cn(-c3ccccc3OC)c(=S)[nH]2)cc1	7%	u	14%	-35%	-29%	-2	u	8%	-14%
COc1ccccc1NS(=O)(=O)c1cccc(N2CC(O)=C(c3ccccc3)C2=N)c1	1%	14%[59 µM]	26%	-26%	-2%	2	-8%	-2%	-19%
NS(=O)(=O)c1cc(C(=O)O)cc(N2CCCC2)c1Oc1ccccc1	i	18µM*!	10%	5%	-10%	-7&3	1%	18%	-16%
COc1ccc(C(=O)N2CCN(c3ncnc4c(-c5ccccc5)nsc34)CC2)cc1	-1%	1%[12.7 µM]	34%	-2%	23%[57.1 µM]	1	0%	-6%	-13%
Cc1cccc(OCCn2c(=O)sc3ccccc32)c1	2%	102%[activator][59 µM]	244%[activator]	173%[activator]	321%[activator]	6	5%	6%	-18%
Cc1nnc(Sc2cc(NCCCO)c([N+](=O)[O-])c3nonc23)s1	-5%	5.6µM*	13µM*	-25%	28µM*	u	u	u	79µM*
CN(c1ccccc1)S(=O)(=O)c1cccc(C(=O)NCC(c2cccs2)N2CCOCC2)c1 (stereo not given)	2%	x	x	x	x	1	x	16%	-4%
CCOc1ccc(S(=O)(=O)N2CCC(C(=O)N3CCN(c4ccccc4)CC3)CC2)cc1	1%	x	-4%	17%	-19%	3	-3%	-1%	-2%

Rewritten bar-delimited: 9 of the compounds above.
Structure | Tb PGK inh | G9a block | HP1b chromo inh | BAZ2B inh | JMJD2A Tudor | PI4K2A block | Pin1 inhibitor | GLS inhibitor | Pol eta inh
CCOC(=O)C1CCN(C(=O)c2cc(S(=O)(=O)N3CCCCC3)ccc2C)CC1 | i | 21% | 23% | -23% | -14% | -8 | -2% | 1% | -9%
Cc1cc(C(=O)OCC(=O)NC(C)c2ccccc2)c(C)o1 (stereo not given) | 4% | -2% | 24% | -11% | -14% | 1 | 1% | 9% | -2%
CCOc1ccc(-c2cn(-c3ccccc3OC)c(=S)[nH]2)cc1 | 7% | u | 14% | -35% | -29% | -2 | u | 8% | -14%
COc1ccccc1NS(=O)(=O)c1cccc(N2CC(O)=C(c3ccccc3)C2=N)c1 | 1% | 14%[59 µM] | 26% | -26% | -2% | 2 | -8% | -2% | -19%
NS(=O)(=O)c1cc(C(=O)O)cc(N2CCCC2)c1Oc1ccccc1 | i | 18µM*! | 10% | 5% | -10% | -7&3 | 1% | 18% | -16%
COc1ccc(C(=O)N2CCN(c3ncnc4c(-c5ccccc5)nsc34)CC2)cc1 | -1% | 1%[12.7 µM] | 34% | -2% | 23%[57.1 µM] | 1 | 0% | -6% | -13%
Cc1cccc(OCCn2c(=O)sc3ccccc32)c1 | 2% | 102%[activator][59 µM] | 244%[activator] | 173%[activator] | 321%[activator] | 6 | 5% | 6% | -18%
Cc1nnc(Sc2cc(NCCCO)c([N+](=O)[O-])c3nonc23)s1 | -5% | 5.6µM* | 13µM* | -25% | 28µM* | u | u | u | 79µM*
CN(c1ccccc1)S(=O)(=O)c1cccc(C(=O)NCC(c2cccs2)N2CCOCC2)c1 (stereo not given) | 2% | x | x | x | x | 1 | x | 16% | -4%

Other entries follow:
SMILES	Tb PGK inh	G9a block	HP1b chromo inh	BAZ2B inh	JMJD2A Tudor	PI4K2A block	Pin1 inhibitor	GLS inhibitor	Pol eta inh
COC(=O)CCCC1=CC2=CC(=O)C(C)(OC(=O)c3cccs3)C(=O)C2=CN1C1CCCCC1 (stereo not given)	-5%	-27%[59 µM]	2%	u	-28%	-3	-7%	-2%	-6%
CCOc1ccc(/C(O)=C2/C(=O)C(=O)N(c3nc(C)c(C)s3)C2c2ccco2)cc1 (stereo not given)	-1%	45µM*	6%	-37%	u	2	-1%	7%	u
CCOC(=O)C1=C(CSc2nc(C)cc(C)c2C#N)OC(N)=C(C#N)C1c1cccs1 (stereo not given)	-3%	u	u	u	u	6	u	12%	6%
CCCC(=O)Nc1nc2ccc3nc(C)sc3c2s1	14%	-32%[12.7 µM]	33%	u	-24%	9	161%[activator]	3%	u
FC(F)(F)C(Oc1nc(Nc2ccc(Cl)cc2)nc(N2CCOCC2)n1)C(F)(F)F	-9%	21%[59 µM]	14%	13%	1%	-2	u	0%	-19%
Cc1ccccc1S(=O)(=O)Cc1ccc(C(=O)N2CCN(C3CCCCC3)CC2)o1	1%	9%[59 µM]	18%	-1%	-28%	-1	-5%	0%	-17%
COc1ccc(C2OC(=O)CC2C(=O)NCc2ccc(Cl)cc2)cc1OC (stereo not given)	-8%	25%	33%	-4%	-13%	-3	-4%	2%	-8%
CCN(CC(=O)NC1CCS(=O)(=O)C1)S(=O)(=O)c1ccc2ccccc2c1 (stereo not given)	2%	-4%	13%	-5%	-5%	0	0%	8%	-12%
Cc1cccc(C(C(=O)NC2CCCCC2)N(C(=O)c2csnn2)C2CC2)c1 (stereo not given)	-3%	8%	-26%	-25%	0%	-3	1%	-16%	-14%
CCOC(=O)C1CCN(S(=O)(=O)c2ccc(NC(=O)c3ccco3)cc2)CC1	2%	17%	21%	-2%	-16%	-5	4%	2%	-4%
Cc1cc(C)cc(OCC(=O)Nc2ccc3c4c(cccc24)CC3)c1	1%	3%[0.501 µM]	-5%	-8%	-22%[57.1 µM]	1	u	-1%	-4%
CCN(CC)C(=O)CSc1nc2ccccc2c(=O)n1CC1CCCCC1	-8%	-9%	67%[activator]	21%	0%	-6	-8%	-10%	-25%
CCN1C(=O)N(S(=O)(=O)c2ccc(C)cc2)[C@@H](c2ccccc2)C(C(=O)OC)=C1C	-10%	17%[59 µM]	24%	2%	-17%	-1	15%	2%	-22%
O=C(O)c1ccc(NS(=O)(=O)c2ccc(Cl)c(C(=O)Nc3ccccc3)c2)cc1	1%&-9%	-2%[59 µM]	29%&33%	2%&-2%	-5%&0%	-3&-2	u	13%&0%	-8%&-16%
O=C(Cn1cc(S(=O)(=O)c2ccccc2)c(=O)c2cc3c(cc21)OCO3)Nc1ccccc1	6%	-31%[59 µM]	29%	-33%	-13%	-3	8%	1%	-6%
CCOc1ccc2[nH]c(=O)c(C(c3nnnn3Cc3ccco3)N3CCN(C)CC3)cc2c1 (stereo not given)	0%	x	32%[activator]	-38%	2%	0	-10%	9%	-20%
COc1ccccc1NC(=O)c1c(C)cc(C)nc1SCC(=O)Nc1ccc(C)cc1	3%	-6%[59 µM]	34%	-21%	-20%	2	u	10%	-18%
OC(CNCCc1ccc(Cl)cc1)COCc1ccco1 (stereo not given)	1%	22µM*	u	u	7.1µM*	11	-4%	4%	-8%
CC(C)c1ccc(CN(C(=O)c2ccco2)C2CCS(=O)(=O)C2)cc1 (stereo not given)	i	-4%	11%	-2%	-20%	1	-7%	-7%	-7%
CNc1c([N+](=O)[O-])cnn1-c1ccc(C)cc1	i	7%[59 µM]	25%	1%	-12%	4	-6%	-10%	2%
COc1ccc(C(=O)Oc2ccc(C(c3c(C)[nH][nH]c3=O)c3c(C)[nH][nH]c3=O)cc2)cc1	i	-30%[59 µM]	3%	-29%	-36%	-9	-3%	10%	-11%
COc1ccc(OCC(O)CNC(=O)Nc2cc(C)cc(C)c2)cc1 (stereo not given)	-3%	-11%	45%[activator]	-6%	-8%	-3	7%	-1%	-18%
COc1ccccc1Cn1c(=S)[nH]c2cc(C(=O)N3CCN(C)CC3)ccc2c1=O	-2%	19%[59 µM]	19%	-6%	-30%	3	-11%	13µM*	-18%
COc1ccc(CNC(=O)COc2ccc(C)nc2[N+](=O)[O-])cc1	-1%	2%	8%	-2%	-18%	3	0%	0%	5%
Cc1ccc(/C=C/C(=O)NCCCn2ccnc2)cc1	i	4%	15%	-5%	-19%	5	-7%	0%	-19%
CCCNC(=O)c1cc(-c2ccc(Br)cc2)on1	-15%	-10%	35%	2%	-10%	7	-3%	-5%	u
CCn1cc(C(=O)NC(=S)Nc2ccccc2Br)cn1	-2%	u	17%	-22%	-21%	-5	0%	7%	-15%
COC1=CC(=O)OC(C)(c2ccccc2)C1 (stereo not given)	-2%	x	16%	x	-8%	-9	-1%	-11%	-19%
CCCN1C2=C(C(=O)CCC2)C(c2ccc(O)c(Br)c2)C2=C1CCCC2=O	-7%	u	12%	5%	-24%	-5	-15%	35%	1%
